# Cneo AK release: causes C. neoformans cell lysis | adenylate kinase release luminescence, 4 h; normalised: neutral wells 0, clomiphene wells 100 | lysis activity, % at 15 µM | 360,000 compounds, 0.2% hits | AID 651654;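 active = mean lysis activity across replicates of at least 80%, whatever share of replicates individually reach that level; inactive = mean lysis activity below 80%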
#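 read-out = cell lysis signal | test system = log-phase Cryptococcus neoformans yeast cells | input = cells at 5 × 10^6 per mL | medium = fresh YPD growth medium | signal = luminescent adenylate kinase detection reagent | timing = 4 h at 37 °C static, read 1 h later | dosing = single dose | controls = Clomiphene as positive lysis control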
# miR-122 sensor: blocks miR-122 activity in Huh7 sensor cells; Huh7 miR-122 Renilla luciferase sensor, 48 h; neutral wells = 0, positive control = 100; activation (reporter increase), % at 12.5 µM; 340,000 compounds, 0.3% hits; AID 602342;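 active = mean replicate activation score at least 90 and every replicate individually at or above 90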;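 note: higher luciferase means less miR-122 activity so hits act as miR-122 inhibitors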
# EWS-Fli inh: EWS/Fli transcriptional activity inhibition | A673 NR0B1-luciferase reporter, viability-normalised | inhibition, % at 12.6 µM | 350,000 compounds, 0.67% hits | AID 651661;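 active = mean inhibition of at least 50% after viability correction, with every replicate also passing that limit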;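 note: firefly luciferase signal divided by Alamar Blue viability fluorescence both relative to DMSO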
# LGR2 inh: inhibitors of bursicon-induced Drosophila LGR2 receptor cAMP signaling | HEK293 LGR2, CRE-luciferase, bursicon-stimulated, 4 h | AID 720647 | inhibition, % at 9.99 µM | 380,000 compounds, 0.35% hits;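 active = drop in luminescence signal, shown as inhibition above about 50% in the replicate tests, limit read from the data, passing the limit was not always enough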;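 note: agonist challenge used bursicon conditioned medium at about half maximal strength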
# PGC1a acetyl inh: modulators of PGC1a acetylation | U2OS PGC1a acetylation, AlphaScreen anti-acetyl-lysine; with virally co-expressed GCN5 acetyltransferase | inhibition, % at 15.6 µM | 350,000 compounds, 0.17% hits;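 active = every replicate shows inhibition of at least 40%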;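 note: 0% = neutral control wells and 100% = positive control wells; some results beyond the cut were filed as inactive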
# FN deposition inh: fibronectin deposition inhibition. inhibition, % at 12.6 µM. 350,000 compounds, 0.086% hits. AH1F fibroblasts, Alexa488-fibronectin deposition fluorescence, overnight;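 active = mean inhibition across replicates of 30% or more, regardless of how many single replicates reach that level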;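 note: positive control wells lacked labelled fibronectin entirely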
#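 Measured by – fluorescence 485/525 nm · System – AH1F fibroblast monolayer, labelled fibronectin deposition · Amount – 10000 cells per well · Buffer or medium – serum-reduced DMEM (2% serum) · Doses – single dose, pinned · Also added – fluorescent fibronectin at 24 nM final · Schedule – 1 h cell attachment, overnight exposure to compound and label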
# PAX8 reporter: inhibitors of PAX8 transcriptional activity in RMG-I cells. 360,000 compounds, 1.2% hits. inhibition, % at 12.6 µM. RMG-I TPO-luciferase reporter, SteadyGlo, 24 h;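 active = mean replicate inhibition at least 60% with every replicate also reaching 60%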;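 note: luciferase light reporting Pax8 driven TPO promoter activity; plate controls were median of neutral control wells for no effect and mitoxantrone controls for full effect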
# CASP6 VEID inh: caspase-6 (human) enzyme inhibition; P55212; purified caspase-6, Z-VEID-R110 cleavage fluorescence; 350,000 compounds, 0.53% hits; AID 686996; inhibition, % at 12.5 µM;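 active = mean inhibition across replicates at least about 35%, with every replicate also reaching that limit, limit read from the data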;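 note: 0% = median of neutral control wells and 100% = no fluorescence left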
# Target sequence (P55212 24-179 limits assumed): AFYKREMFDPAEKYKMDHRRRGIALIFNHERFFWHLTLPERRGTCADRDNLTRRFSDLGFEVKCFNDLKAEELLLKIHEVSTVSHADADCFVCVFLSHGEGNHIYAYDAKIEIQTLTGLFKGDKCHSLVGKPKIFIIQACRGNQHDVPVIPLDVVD
# Target sequence (P55212 194-293 limits assumed): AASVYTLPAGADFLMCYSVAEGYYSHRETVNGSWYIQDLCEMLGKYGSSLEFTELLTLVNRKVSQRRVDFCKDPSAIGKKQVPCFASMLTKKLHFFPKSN
# An asterisk follows results filed as active; . = no result given; & = joins results of further samples; [ ] = another dose, or the depositor's remark.
SMILES,Cneo AK release,miR-122 sensor,EWS-Fli inh,LGR2 inh,PGC1a acetyl inh,FN deposition inh,PAX8 reporter,CASP6 VEID inh
O=C(N[C@H]1CC[C@H](CCNC(=O)C2CCCC2)O[C@@H]1CO)c1ccccn1,-5,-17[16.7 µM],18,-2,0,-7,3,-2
COc1ccc(S(=O)(=O)N2CCN(c3c(C)cccc3C)CC2)cc1OC,-1,4,-1,-1,.,-13,-18,-1
CN(CCOc1ccccc1)CC(=O)Nc1ccc(S(=O)(=O)N2CCCC2)cc1,3,-3,11,6,8,10,12,0
CCOCCn1c(CN2CCCC(C)C2)nc2c1c(=O)n(C)c(=O)n2C (configuration not stated),-6,0,-2,14,.,-2,1,-1
CCCCCCSc1ccc(-c2nc3cnccn3c2NC2CCCCC2)cc1,.,.,20,4,.,-12,-16,4
Cc1ccc(Nc2nc(-c3sc(N)nc3C)cs2)cc1,-7,9,-96,-22,3,-2,-61,8
O=C(O)COCC(=O)NCc1csc2ccc(Cl)cc12,.,.,-9,-19,.,-6,-19,-2
O=C(Nc1ccccc1F)c1ccc(CSc2ccccc2)o1,.,.,-69,-22,.,4,-46,1
CCn1c(CNc2ccc(Cl)cc2)nnc1SCc1ccc(Cl)cc1,0,3,.,.,2,10,.,.
O=S1(=O)CCOC[C@H](Cc2ccccc2)N1Cc1ccccc1,-1,-2,0,-5,-18,2,5,-1
O=S(=O)(NC(=NC1CCCCC1)c1ccccc1)c1ccccc1,0,.,1,-3,0,3,6,0
Cc1ccc(CN2CCN(Cc3cccn3-c3ccccn3)CC2CCO)o1 (configuration not stated),.,-5,3,17,4,3,7,-1
Cc1c2c(n3c(nc4ccccc43)c1C#N)N(CCCN(C)C)CC2,.,-1,-11,15,5,-3,-5,1
CN1[C@@H]2Cn3c(ccc(/C=C/c4ccccc4)c3=O)[C@H]1[C@@H](C(=O)NC1CCCCC1)[C@@H]2CO,.,.,-4,-8,1,.,-10,.
O=C1NC2(CCCC2)C(=O)N1Cc1cc(=O)n2ccsc2n1,.,.,-11,-25,.,2,4,0
C#CCOCCOCCOCCNc1nc(N2CCN(C(=O)[C@H](C)n3cc(CCCN=C(N)N)nn3)CC2)nc(N2CCN(C(=O)[C@H](C)n3cc(CCCN=C(N)N)nn3)CC2)n1,1,-2,4,-9,-7,-2,-15,-83
Cc1cccc(-n2c(SCC(=O)N3CCCC3)nc3n[nH]c(C)c3c2=N)c1,-1,-27,.,-13,-2,1,.,.
S=c1[nH]nc(-c2ccc(Cl)cc2)n1CCCN1CCOCC1,.,.,6,36,.,14,-12,10
CCc1cc(C(=O)NCC(C)(C)N2CCOCC2)sc1C,.,-5,2,-1,.,0,5,1
COCC(=O)Nc1ccc2c(c1)C(=O)N(C)C[C@@H](OC)[C@@H](C)CN(C(=O)COC)[C@H](C)CO2,-12,1[16.7 µM],-2,-7,.,-10,-1,-1
Cc1cc(C)c(NC(=O)CCCSc2nnc(N)s2)c(C)c1,.,.,-9,22,.,1,7,-2
O=C(CCc1ccc(O)c(O)c1)N/N=C/c1cc2c(cc1[N+](=O)[O-])OCO2,2,-7,.,8,.,.,11,21
CC1(C(=O)NS(=O)(=O)c2ccc(Cl)cc2)CCN1C(=O)CCc1cccs1 (configuration not stated),-2,0,7,5,17,-4,-4,-3
Cc1cc(C(=O)COC(=O)c2ccc[nH]c2=O)c(C)n1-c1ccc(F)cc1,-10,0,.,25,3,-8,-41,.
Cc1cccc(C)c1OCc1cc(C(=O)N2CCCCCCC2)no1,-2,3,.,-25,-2,-7,-57,-2

# In the list so far, these contain an NH in an aromatic ring.
SMILES,Cneo AK release,miR-122 sensor,EWS-Fli inh,LGR2 inh,PGC1a acetyl inh,FN deposition inh,PAX8 reporter,CASP6 VEID inh
Cc1cccc(-n2c(SCC(=O)N3CCCC3)nc3n[nH]c(C)c3c2=N)c1,-1,-27,.,-13,-2,1,.,.
S=c1[nH]nc(-c2ccc(Cl)cc2)n1CCCN1CCOCC1,.,.,6,36,.,14,-12,10
Cc1cc(C(=O)COC(=O)c2ccc[nH]c2=O)c(C)n1-c1ccc(F)cc1,-10,0,.,25,3,-8,-41,.

# Carrying on:
SMILES,Cneo AK release,miR-122 sensor,EWS-Fli inh,LGR2 inh,PGC1a acetyl inh,FN deposition inh,PAX8 reporter,CASP6 VEID inh
O=C(OCc1cn(-c2ccc(Cl)c(Cl)c2)nn1)c1ccccc1,2,-9,.,.,-8,1,.,.
O=C(C[C@@H]1CC[C@H](NC(=O)CCN2CCCCC2)[C@H](CO)O1)NCc1ccc(Cl)c(Cl)c1,0,3[16.7 µM],-3,3,2,-5,8,-4
CCOc1ccc(/C=N/NC(=O)c2c(C)n(C)c3ccc(OC)cc23)cc1,.,.,32,-14,.,-7,23,5
CC1CCN(C(=O)c2ncn3c2c(=O)[nH]c2ccc(Br)cc23)CC1,0,-1,-1,-14,.,7,11,-1
CCN(CC)CCCNC(=O)c1cc2c(=O)[nH]c3ccc(C)cc3c2s1,1,.,8,6,.,0,-29,-8
O=C(c1ccccn1)N1C[C@@H]2[C@H](c3ccccc31)[C@@H](CO)N2C(=O)CC1CC1,1,-17[16.7 µM],-1,-1,4,.,-4,.
CC(=O)Nc1ccc(NC(=O)C(C)N(C)CC(=O)Nc2ccccc2Br)cc1 (configuration not stated),0,5,0,-19,2,1,-4,-1
O=C(CC1CCCCC1)OCn1nnc2ccccc2c1=O,0,8,.,.,2,4,0,.
COc1ccc(S(=O)(=O)N[C@@H]2CC[C@H](CCNC(=O)CN3CCOCC3)O[C@H]2CO)cc1,-2,.,8,-12,7,-11,-10,-1
Cc1ccsc1/C=N/n1c(C2CCCCC2)n[nH]c1=S,0,-9,-15,-8,.,1,8,-2
CC(NC(=O)CCc1nnc(CCCc2ccccc2)o1)c1ccccc1 (configuration not stated),.,.,-65,-51,.,-8,-101,-1
Cc1cc(C)c(NC(=O)C2CCCN2CCC(C)C)c(C)c1 (configuration not stated),-2,8,.,.,4,-18,2,.
CN(C)C(=O)c1cccc(-c2cnc3c(NC=O)cc(-c4cc(F)c(F)c(F)c4)cn23)c1,13,.,24,6,.,-3,15,6
O=C1CCCN1CC(O)CS(=O)(=O)Cc1ccc(Cl)cc1Cl (configuration not stated),-1,-3,6,11,2,2,6,1
C/C(=N\N1CCN(c2ccccc2)CC1)c1ccncc1,.,.,-1,5,-1,.,11,-2
C[C@H]1CN([C@@H](C)CO)C(=O)c2cc(C3=CCCC3)cnc2O[C@H]1CN(C)C,2,-4[16.7 µM],-7,-26,4,-2,.,-8
CCOc1ccccc1-n1cnc(C#N)c1N,.,.,-2,-1,-8,5,-4,0
C[C@@H]1CCCCO[C@H](CN(C)C(=O)Cc2ccccc2)[C@H](C)CN([C@H](C)CO)C(=O)c2cc(NS(=O)(=O)c3cn(C)cn3)ccc2O1,-2,-9[16.7 µM],-4,-8,-2,.,-8,-4
Cc1[nH]c2ccccc2c1CC(=O)Nc1ccc(Nc2ccccc2)cc1,.,.,22,20,.,3,33,-2
COc1ccccc1C(=O)Nc1nnc(S(=O)(=O)N2CCCCC2)s1,1,-5,.,-21,5,1,-18,3
CN1C(=O)c2cc(NC(=O)c3ccc(F)cc3)ccc2OC[C@@H]2O[C@@H](CC(=O)NCC3CCCCC3)CC[C@@H]21,-1,32[16.7 µM],11,-5,-7,7,34,-1
C[C@@H]1CN([C@@H](C)CO)C(=O)Cc2cc(NC(=O)CCN3CCOCC3)ccc2O[C@@H]1CN(C)C(=O)Nc1ccccc1,.,-2[16.7 µM],1,-1,1,.,5,.
COC(=O)CN1CCN(C(=O)c2ccco2)CC1,-4,-1,-2,-5,-3,1,-9,-1
CCCCn1c(N)c(N(C(=O)CSc2nnc(C)n2-c2ccccc2)C2CCCC2)c(=O)[nH]c1=O,-1,-7,-2,-1,2,-5,-16,0
O=C(NCc1ccc(F)cc1)C1CCN(S(=O)(=O)c2ccc(N3CCCC3=O)cc2)CC1,5,-8,8,-5,-18,8,2,0
SMILES,Cneo AK release,miR-122 sensor,EWS-Fli inh,LGR2 inh,PGC1a acetyl inh,FN deposition inh,PAX8 reporter,CASP6 VEID inh
O=C(C1CC1)N1CC(=O)N2[C@@H](CO)[C@H](c3ccc(-c4cccnc4)cc3)[C@@H]2C1,.,.,0,-5,0,-4,-5,3
O=C1CCCN1CC(O)CS(=O)(=O)Cc1ccc(Cl)cc1 (configuration not stated),-2,-5,-32,12,8,-1,7,-14
CCOC(=O)Cc1csc(NC(=O)CSc2nnc(-c3ccc(OC)cc3)n2C)n1,4,-5,.,.,10,-3,-21,.
COc1ccc(NC(=O)N(C)C[C@@H]2Oc3ccc(NC(=O)NC4CCCCC4)cc3CC(=O)N([C@H](C)CO)C[C@@H]2C)cc1,-12,-5[16.7 µM],-7,8,2,-12,-45,1
N#CCC(=O)N1CCN(Cc2ccc3c(c2)OCO3)CC1,0,0,-4,26,-1,7,0,-1
COc1cc2c(=O)n(Cc3ccccc3)c(=O)n(CC(=O)NCCc3ccccc3)c2cc1OC,1,-2,.,.,-7,-7,24,.
C[C@H](CO)N1C[C@H](C)[C@H](CN(C)C(=O)CCCN(C)C)OCCCC[C@H](C)Oc2ccc(NC(=O)C3CCCCC3)cc2C1=O,-3,-8[16.7 µM],-3,6,7,.,.,-1
C[C@H](CO)N1C[C@H](C)[C@H](CN(C)Cc2cccc(C(=O)O)c2)OCc2ccccc2-c2c(n(C)c3ccccc23)C1=O,0,.,-3,-4,3,6,-11,-2
CCC1NC(=O)c2ccccc2N1c1cccc(Cl)c1 (configuration not stated),-1,2,16,24,-15,2,3,3
O=C(Nc1cccc(-c2nnc(-c3ccccc3)o2)c1)C1CCCO1 (configuration not stated),-9,-4,.,.,-8,2,.,.
C[C@H](CO)N1C[C@H](C)[C@H](CN(C)S(=O)(=O)c2ccccc2)Oc2ncc(Br)cc2C1=O,-1&0,-2&21[16.7 µM],-11&-8,4,0&-2,.,.,-2&0
CC(=O)NC(c1cccc(F)c1)c1nc(-c2cc3ccccc3o2)cs1 (configuration not stated),3,8,-8,5,1,-4,6,4
CC(C)c1ccc(N(CC(=O)NC2CCCCC2)C(=O)CNC(=O)c2ccco2)cc1,1,0,-1,14,-9,3,10,1
Cc1noc(C)c1C(=O)Nc1ccc(F)cc1,0,12,1,-13,.,-7,5,2
O=c1c2ccccc2ncn1-c1cccc([N+](=O)[O-])c1,.,.,2,-6,.,13,-8,8
COc1ccc(CN2C(=O)c3ccccc3C2C(=O)NC2CCCCCC2)c(OC)c1 (configuration not stated),1,8,-2,13,-33,-3,-1,2
COc1ccccc1NC(=O)Nc1nc(C(N)Cc2ccccc2)cs1 (configuration not stated),-1,-6,22,2,-10,-2,12,0
CN1CCOc2cc(S(=O)(=O)NCc3ccc(S(N)(=O)=O)cc3)ccc21,-3,7,8,0,7,-2,1,6
CCOC(=O)N1CCN(C(=O)c2ccccc2NS(=O)(=O)c2ccc(C)cc2)CC1,3,4,-2,-9,0,-2,14,0
COc1ccc(C(=O)N/C(=C/c2cccnc2)C(=O)N2CCN(C)CC2)cc1OC,-1,-10,-4,0,-12,5,-46,-6
N#Cc1cc(Oc2cccnc2)c(Oc2cccnc2)cc1C#N,9,-9,.,.,-9,-3,0,.

# Ordered by heavy-atom count (ascending): part of the list above
SMILES,Cneo AK release,miR-122 sensor,EWS-Fli inh,LGR2 inh,PGC1a acetyl inh,FN deposition inh,PAX8 reporter,CASP6 VEID inh
CCn1c(CNc2ccc(Cl)cc2)nnc1SCc1ccc(Cl)cc1,0,3,.,.,2,10,.,.
CCOc1ccc(/C=N/NC(=O)c2c(C)n(C)c3ccc(OC)cc23)cc1,.,.,32,-14,.,-7,23,5
CCOC(=O)N1CCN(C(=O)c2ccccc2NS(=O)(=O)c2ccc(C)cc2)CC1,3,4,-2,-9,0,-2,14,0

# High-throughput results: PubChem, Broad Institute
